# Compound activity: PubChem, National Center for Advancing Translational Sciences (NCATS)
# TDP1 cell CPT – qHTS for Inhibitors of human tyrosyl-DNA phosphodiesterase 1 (TDP1): qHTS in cells in presence of CPT; 420,000 tested, 12% active; chicken DT40 Tdp1-/-;hTDP1 cells + 20 nM CPT, ATP luminescence, 48 h; Potency, µM (titrated, usually from 46.2 µM), for inactives: at the highest dose activity change, negative = growth inhibition, usual class: inhibitors; AID 686979, 2013; note: nearly all actives have a fitted effect of over 55% in size
#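 Cell growth measured by CellTiter-Glo luminescence after a minimum 48 h, 37 C compound exposure with 20 nM CPT in Tdp1-knockout DT40 cells stably expressing hTDP1, seeded 400/well; qHTS titration format.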
# GCN5L2 inh – qHTS Assay for Inhibitors of GCN5L2. GCN5L2 HAT assay, ThioGlo1 CoA-SH fluorescence. Potency, µM (doses to about 58.9 µM), for the others: at the highest dose activity change, negative = inhibition, most hits filed as inhibitors. 390,000 tested, 0.21% active
# Target sequence (Q92830 whole entry, looked up): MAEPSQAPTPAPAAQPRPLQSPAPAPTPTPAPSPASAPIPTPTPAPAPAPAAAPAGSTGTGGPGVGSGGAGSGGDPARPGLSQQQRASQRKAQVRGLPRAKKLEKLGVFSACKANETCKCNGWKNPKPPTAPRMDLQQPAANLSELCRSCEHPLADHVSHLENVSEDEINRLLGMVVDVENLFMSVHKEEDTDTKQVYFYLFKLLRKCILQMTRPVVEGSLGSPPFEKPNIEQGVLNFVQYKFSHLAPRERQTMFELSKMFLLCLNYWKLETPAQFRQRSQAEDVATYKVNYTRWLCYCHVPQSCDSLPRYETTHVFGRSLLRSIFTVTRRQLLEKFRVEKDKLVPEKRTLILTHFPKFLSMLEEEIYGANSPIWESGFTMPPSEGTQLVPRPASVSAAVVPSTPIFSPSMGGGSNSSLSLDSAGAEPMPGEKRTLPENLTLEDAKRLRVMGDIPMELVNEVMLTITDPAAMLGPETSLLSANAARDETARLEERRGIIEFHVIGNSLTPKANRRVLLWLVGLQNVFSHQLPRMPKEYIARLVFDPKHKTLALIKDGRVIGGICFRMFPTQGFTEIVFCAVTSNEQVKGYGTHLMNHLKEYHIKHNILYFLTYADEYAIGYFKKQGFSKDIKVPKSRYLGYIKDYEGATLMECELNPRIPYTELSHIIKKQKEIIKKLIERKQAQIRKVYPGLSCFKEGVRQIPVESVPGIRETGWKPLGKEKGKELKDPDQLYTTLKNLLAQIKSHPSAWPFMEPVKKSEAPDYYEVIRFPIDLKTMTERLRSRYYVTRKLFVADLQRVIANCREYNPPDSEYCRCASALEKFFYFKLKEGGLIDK
#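 ThioGlo1-coupled HAT assay: 20nM GCN5L2, 70uM acetyl-CoA, 75uM H3(1-25) peptide, pH 7.5. Fluorescence read at 340/540nm at start and after 20 min at room temperature.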
# TDP1 cell noCPT – qHTS for Inhibitors of human tyrosyl-DNA phosphodiesterase 1 (TDP1): qHTS in cells in absence of CPT | DT40 Tdp1-/- hTDP1 cells, no CPT, ATP luminescence, 48 h | Potency, µM (top dose mostly 46.2 µM), for the others: at the top dose activity change, negative = growth inhibition, actives largely listed as inhibitors | 420,000 tested, 15% active | AID 686978, 2013; note: nearly all actives have a fitted effect of over 55% in size
#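 Seeded 400 DT40-hTDP1 cells/well (vehicle DMSO, no 20 nM CPT); pinned compounds; ≥48 hr at 37 °C; CellTiter-Glo luminescence as viability measure.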
# Active calls of the source: *; ? = inconclusive; · = no result given; & = joins results of further samples; ! = a repeat was not active; [ ] = another dose, or the depositor's remark. Calls come from the whole dose curve; as a rule, active = well fitted curve in the direction sought with a large enough effect; inconclusive = small, poorly fitted or top-dose-only effect, or another doubt; inactive = no such curve, though single readings can be large; an effect the other way counts as inactive or inconclusive. % is set by controls: 0 for no effect and ±100 for the full control effect; potency is the fitted concentration of half-maximal effect. A portion of the library; rates above refer to the full screens.
smiles,TDP1 cell CPT,GCN5L2 inh,TDP1 cell noCPT
CCOC(=O)C1CCCN(C(=O)C2COc3ccccc3O2)C1 (centres undefined),-11%,·,-25%
O=C(NCc1ccccc1)C1=C[C@H](c2csc3ccccc23)C[C@H](OCCCCO)O1,16µM*,-11%,18µM*
CCOC(=O)c1ccc(N=c2scc(C)n2CC)cc1,-38%,-10%,?
Cc1cccc(NC(=O)N2CCN(Cc3ccc4c(c3)OCO4)CC2)c1C,-4%,-14%,-12%
COc1ccc(CCC(=O)Nc2cccc(S(=O)(=O)N3CCCCCC3)c2)cc1OC,?,-9%,15µM*
COc1ccc(C(=O)Nc2ccnn2C2CCN(C(=O)CCC(F)(F)F)CC2)cc1,5%,-8%,18%
O=C(CSc1nnc(NC(=O)C2CC2)s1)NCc1ccccc1,1%,-6%,-1%
CCOc1ccc(NC(=O)C2CCCN(c3nn4cc(-c5ccc(OC)cc5)nc4s3)C2)cc1 (centres undefined),?,-3%,10µM*
Cc1ccc(N(CC(=O)NC(C)c2ccccc2)S(=O)(=O)c2cccs2)cc1 (centres undefined),-9%,0%,-15%
COc1ccc(Cn2cnc3c(N)c(C)c(C)cc32)cc1,3%,-4%,-24%
Cc1ccccc1OCC(=O)NCC(c1ccc(Cl)cc1)N1CCOCC1 (centres undefined),21µM*,-4%,16µM*
Cc1ccc(-c2c(NC(=O)c3ccco3)oc3ccccc3c2=O)cc1,-26%,-6%,11%
CC1CN(CC(=O)Nc2ccc(S(N)(=O)=O)cc2)CC(C)O1 (centres undefined),-5%,-21%,0%
O=C(c1ccc2c(c1)N(Cc1cccc(Cl)c1)C(=O)c1ccccc1S2(=O)=O)N1CCN(c2cccc(C(F)(F)F)c2)CC1,-27%,0%,?
O=C(Nc1cccc(Cl)c1)C1CCCN(c2nn3cc(-c4ccc(F)cc4)nc3s2)C1 (centres undefined),?,-8%,23µM*
Cc1cc(SCC(=O)Nc2ccc(Cl)cc2)nc2ccccc12,-16%,-8%,?
O=C(C1CCC(CNS(=O)(=O)c2ccccc2)CC1)N1CCOCC1 (centres undefined),1%,0%,-12%
C/C(=N\Nc1nncc2ccccc12)c1cccc(OC(F)F)c1,-10%,-1%,?
Cc1cc(N2CCC(C(=O)N3CCN(c4cccc(C)c4C)CC3)CC2)n2ncnc2n1,?,-6%,21µM*
Cc1cc(NC(=O)Cn2c(=O)c3c(ncn3CC(C)C)n(Cc3ccccc3)c2=O)no1,4%,-7%,-20%
COc1ccc(/C=N/Nc2nnc(C)n2N)cc1OC(C)=O,8.2µM*,11%,18µM*
CC(C)CN1CCC1(C)C(=O)Nc1ccc(OC(F)F)cc1 (centres undefined),1%,·,-27%
Fc1ccc(NC(=S)NN=C2CCCCCC2)cc1,?,-8%,?
Cc1ccn2c(Nc3ccccc3C)c(-c3ccccn3)nc2c1,16µM*,-9%&0%,2.9µM*
Cc1ccn2cc(CNS(=O)(=O)c3ccc4c(c3)OCCO4)nc2c1,2%,-6%,-29%
CCOc1ccccc1NC(=O)CC1C(=O)NCCN1C(=O)c1ccc(F)cc1 (centres undefined),-6%,-6%,5%
NC(=O)CSc1nc2ccc(NC(=O)COc3ccccc3)cc2s1,?,-8%,23µM*
Cc1ccc(OCC(=O)NCc2ccccn2)c(Br)c1,-16%,0%,-14%
CC(C)CC(NC(N)=O)C(=O)Nc1cccc([N+](=O)[O-])c1 (centres undefined),2%,-8%,-7%
O=[N+]([O-])c1ccccc1S(=O)(=O)Nc1ccc2c(c1)OCCO2,?,-5%,?
CCN(CC)CCCNC(=O)C1CCC(=O)N(c2ccc(OC)cc2)C1c1ccc(F)cc1 (centres undefined),1%,-8%,-5%
Cc1ccccc1-c1nc(CS(=O)CC(=O)NCCN2CCN(Cc3ccccc3)CC2)c(C)o1 (centres undefined),?,-16%,?
COc1cc(CNCc2cccc3ccccc23)cc(OC)c1,?,-2%,?
COc1ccc(OC)c(S(=O)(=O)Nc2cc(C)on2)c1,-3%,4%,32%[activator]
CC(=O)c1c(C)[nH]c(C(=O)NC2CCCCC2)c1C,-5%,-4%,-7%
FC(F)(F)c1cc(CN2CC[C@@]3(CCCNC3)C2)cc(C(F)(F)F)c1,?,2%,15µM*
CCOC(=O)C1Nc2ccccc2C2c3ccccc3CC12 (centres undefined),21µM*,·,2.6µM*
CCn1c(CSc2nc(C)cc(C)n2)nnc1SCC(=O)Nc1cccc2ccccc12,-3%,1%,-6%
Cn1c(SCC(=O)NC2CC2)nnc1-c1ccccc1Cl,-1%,-19%,-1%
COc1cccc(NC(=O)COC(=O)c2nc3nccc(C)n3n2)c1,6%,-64%,0%
O=C(/C=C/c1ccccc1Cl)OCC(=O)N1CCCC1,-5%,-2%,-9%
CCCCN(CC)CCNC(=O)Cn1c(=O)c2cccn2c2cccnc21,?,-1%,?
Cc1ccc(C)c(S(=O)(=O)N2CCN(CC(=O)Nc3ccc([N+](=O)[O-])cc3)CC2)c1,15µM*,-2%,16µM*
COc1ccccc1NC(=O)COC(=O)COc1ccccc1F,1%,-26%,-4%
CC(CC(=O)O)CC(=O)N1CCN(S(=O)(=O)c2cccs2)CC1 (centres undefined),3%,-1%,-2%
COc1ccc(S(=O)(=O)NCCc2ccccn2)cc1,7%,2%,-12%
Cc1ccccc1NC(=O)NCCN1C(=O)C2C3C=CC(C3)C2C1=O (centres undefined),-4%,0%,-9%
Cc1ccc([N+](=O)[O-])cc1S(=O)(=O)N1CCC(C)CC1,-18%,-2%,-19%
Cc1cc(C(=O)NCC(=O)OCC(=O)N(C2CCCCC2)C2CCCCC2)ccc1[N+](=O)[O-],-29%,-9%,?
COc1ccc(CNC(=O)c2cc3cccc4c3n2CC(C)S4)c(OC)c1 (centres undefined),9.2µM*,-12%,5.2µM*
Cc1noc(C)c1C(=O)N1CCC2(CCCN(Cc3ccccc3)C2)CC1,4%,-4%,-7%
COc1cccc(N2CCN(C(=O)c3cc4c(=O)n(Cc5ccccc5)ccc4nc3C)CC2)c1,16µM*!,-2%&9%,?
CCC(=O)Oc1ccc(C/C(=N\O)c2ccc(O)cc2O)o1,?,-2%,18µM*
N#CC1=C(N)NC(SCc2ccc(Br)cc2)=C(C#N)C12CCCCC2,?,-10%,?
COc1cccc(NC(=O)COC(=O)c2c(NC(C)=O)sc(C)c2C)c1,-24%,2%,4%
O=C(C1CCC(CNS(=O)(=O)c2ccc(Br)s2)CC1)N1CCN(c2ccc(F)cc2)CC1 (centres undefined),?,2%,4.1µM*
COc1ccc(OCc2nnc(SCC(=O)Nc3cccc(Cl)c3)o2)cc1,-3%,-2%,2%
O=C1c2ccccc2C(Nc2ccc3c(c2)OCCO3)N1Cc1ccco1 (centres undefined),21µM*,1%,15µM*
Cc1ncc(CN2CCCC(C(=O)Nc3ccc(-c4ccco4)cc3)C2)n1C (centres undefined),?,1%,21µM*
O=C(c1cccc(NS(=O)(=O)c2ccc(F)c(F)c2)c1)N1CCCCC1,-8%,3%,5%

# Next part, starting with the last two of the part before.
smiles,TDP1 cell CPT,GCN5L2 inh,TDP1 cell noCPT
Cc1ncc(CN2CCCC(C(=O)Nc3ccc(-c4ccco4)cc3)C2)n1C (centres undefined),?,1%,21µM*
O=C(c1cccc(NS(=O)(=O)c2ccc(F)c(F)c2)c1)N1CCCCC1,-8%,3%,5%
Cn1cccc1/C=N/n1c(-c2ccc(Cl)cc2Cl)n[nH]c1=S,-4%,-9%,?
C=CCNc1ncnc2c1ncn2[C@H]1CN(Cc2ccc(-c3ccccc3)cc2)C[C@@H](CO)O1,16µM*,·,23µM*
C[C@H](CO)N1C[C@H](C)[C@@H](CN(C)S(=O)(=O)c2ccc(-n3cccn3)cc2)OCc2cnnn2CCCC1=O,-3%,·,6%
CC(Sc1nnnn1C)C(=O)Nc1ccc(N2CCOCC2)cc1 (centres undefined),-10%,-1%,4%
COC(=O)c1c(C)[nH]c(-c2csc(N)n2)c1C,3%,-2%,-28%
C=CCn1c(SCc2nc(N)nc(N3CCCCC3)n2)nnc1-c1ccco1,-7%,-5%,-18%
O=C(COC(=O)c1ccccc1NCCO)NCc1cccs1,-2%,-1%,-1%
CCc1ccc(-n2nc(C)c3c(C)cc(=O)n(CC(=O)Nc4ccc(C)c(F)c4)c32)cc1,-17%,3%,0%
COc1ccc(/C=C(\C#N)C(=O)Nc2cccc3ncccc23)cc1OC,?,-17%,?
CCc1ccc2c(c1)C(c1ccc([N+](=O)[O-])cc1)=NNC(c1ccc(C)cc1)=N2,-21%,-1%,?
CC(C)Oc1ccc(CN2CCC(n3nccc3NC(=O)CCc3ccccc3)CC2)cc1,?,-23%,?
Cc1ccc2nc(N(Cc3cccnc3)C(=O)CCOc3ccccc3)sc2c1,?,-3%,?
Cc1cccc(N2CCN(C(=O)CN3C(=O)C4CC=CCC4C3=O)CC2)c1C (centres undefined),-24%,-6%,?
O=C(CNCc1cccc2ccccc12)Nc1ccccc1[N+](=O)[O-],11%,-8%,17%
Cc1ccc(Nc2c(-c3ccncc3)nc3ccc(C)cn23)cc1,16µM*,-10%,?
COc1ccc(Cn2cc(CN3CC(N4CCCC4)CS3(=O)=O)nn2)cc1 (centres undefined),3%,·,-14%
C[C@@H]1COC(=O)[C@@H](NC(=O)OCC2c3ccccc3-c3ccccc32)C/C=C\C[C@@H](CC(=O)N(CCO)Cc2ccccc2)C(=O)N1,1.5µM*,1%,2.6µM*
Cc1cc(C(=O)CSc2nnc(-c3ccco3)o2)c(C)n1C,?,-18%,?
Clc1ccc(/C=N/Nc2ccccn2)cc1,-18%,-5%,-23%
Cc1snc(SCc2cccc(Cl)c2)c1C#N,19%,3%,-23%
Cn1cc(/C=C(\NC(=O)c2ccccc2Cl)C(=O)NCCCN2CCOCC2)c2ccccc21,-2%,0%,23%
C[N+]1(CC(=O)c2cccc([N+](=O)[O-])c2)CCOCC1,-5%,·,0%
CCOC(=O)c1cccc(NC(=O)Cn2cnc3nc4c(cc3c2=O)CCCC4)c1,?,0%,?
CC(C)(CNC(=O)c1ccc(NS(=O)(=O)c2ccc(F)c(F)c2)cc1)N1CCOCC1,-9%,-10%,-7%
O=C(C1CCCN(S(=O)(=O)c2cnc[nH]2)C1)N1CC(=O)N(CCc2ccccc2)C(=O)C1 (centres undefined),-6%,1%,1%
CCOc1ccc(-c2cc3c(=O)n(CC(=O)NCc4ccc(OC)cc4)ccn3n2)cc1,-9%,21%,-11%
CCn1c(C)cc(C(=O)COC(=O)c2ccccc2[N+](=O)[O-])c1C,?,-3%,-21%
CCOC(=O)c1cc2c(nc1NC(=S)Nc1ccccc1)CC(C)(C)OC2,-4%,24%,-2%

# 13 entries already listed, sorted by heavy-atom count, descending:
smiles,TDP1 cell CPT,GCN5L2 inh,TDP1 cell noCPT
C[C@H](CO)N1C[C@H](C)[C@@H](CN(C)S(=O)(=O)c2ccc(-n3cccn3)cc2)OCc2cnnn2CCCC1=O,-3%,·,6%
CCOc1ccc(NC(=O)C2CCCN(c3nn4cc(-c5ccc(OC)cc5)nc4s3)C2)cc1 (centres undefined),?,-3%,10µM*
CCn1c(CSc2nc(C)cc(C)n2)nnc1SCC(=O)Nc1cccc2ccccc12,-3%,1%,-6%
COc1ccc(C(=O)Nc2ccnn2C2CCN(C(=O)CCC(F)(F)F)CC2)cc1,5%,-8%,18%
CCc1ccc2c(c1)C(c1ccc([N+](=O)[O-])cc1)=NNC(c1ccc(C)cc1)=N2,-21%,-1%,?
CCOC(=O)c1cc2c(nc1NC(=S)Nc1ccccc1)CC(C)(C)OC2,-4%,24%,-2%
COc1cccc(NC(=O)COC(=O)c2nc3nccc(C)n3n2)c1,6%,-64%,0%
Cc1ccn2c(Nc3ccccc3C)c(-c3ccccn3)nc2c1,16µM*,-9%&0%,2.9µM*
COc1cc(CNCc2cccc3ccccc23)cc(OC)c1,?,-2%,?
Cc1cc(C(=O)CSc2nnc(-c3ccco3)o2)c(C)n1C,?,-18%,?
Cc1ccc([N+](=O)[O-])cc1S(=O)(=O)N1CCC(C)CC1,-18%,-2%,-19%
C[N+]1(CC(=O)c2cccc([N+](=O)[O-])c2)CCOCC1,-5%,·,0%
Clc1ccc(/C=N/Nc2ccccn2)cc1,-18%,-5%,-23%
